# esBAF inh = inhibitors of esBAF chromatin remodeling in mouse ES cells. 350,000 tested, 2% active. Bmi1-luciferase knock-in reporter, 24 h; 100% = twice the neutral-well signal. reporter increase, % at 12.5 µM; in the data active = activation above about 40%;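 note: 0% = median of the plate's neutral control wells and 100% = double that signal; a rise in the Bmi1 reporter signal indicates esBAF inhibition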
# GSIS activator = primary screen for activators of insulin secretion dependent on glucose, INS-1E cells, GLuc reporter luminescence | 370,000 tested, 0.61% active | activation, % at 16.6 µM | INS-1E GLuc reporter insulin secretion, 2-3 h;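 active = lowest replicate activation of at least 40%, so every replicate reaches that level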;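 note: 0% = median of neutral control wells and 100% = median of IBMX positive control wells; some compounds called inactive have numbers as strong as hits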
# ARNT TACC3 PPI = disrupts binding between human ARNT and TACC3; AlphaScreen His-ARNT PAS-B/GST-TACC3 binding, luminescence; TACC3 fragment carries E629A point mutation; inhibition, % at 9.99 µM; 390,000 tested, 0.66% active;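 active = mean inhibition of replicates at least 50% and at least half of replicates each reaching 50%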;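 note: 0% = complete ARNT plus TACC3 wells and 100% = ARNT alone without TACC3; many hits fall short of the cut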
# RAD54 inh = blocks human RAD54 Holliday junction branch migration; FAM/BHQ fluorescence; AID 602329; inhibition, % at 10.4 µM; 360,000 tested, 0.14% active; Q92698;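 active = mean normalized replicate activity at least 40 and at least half of replicates scoring 40 or more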;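 note: 0% = median of neutral control wells and 100% = median of positive control wells; inhibitors cause a drop in the FAM fluorescence signal; in these data hits start at about 50%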
# Target sequence (Q92698 whole entry, looked up): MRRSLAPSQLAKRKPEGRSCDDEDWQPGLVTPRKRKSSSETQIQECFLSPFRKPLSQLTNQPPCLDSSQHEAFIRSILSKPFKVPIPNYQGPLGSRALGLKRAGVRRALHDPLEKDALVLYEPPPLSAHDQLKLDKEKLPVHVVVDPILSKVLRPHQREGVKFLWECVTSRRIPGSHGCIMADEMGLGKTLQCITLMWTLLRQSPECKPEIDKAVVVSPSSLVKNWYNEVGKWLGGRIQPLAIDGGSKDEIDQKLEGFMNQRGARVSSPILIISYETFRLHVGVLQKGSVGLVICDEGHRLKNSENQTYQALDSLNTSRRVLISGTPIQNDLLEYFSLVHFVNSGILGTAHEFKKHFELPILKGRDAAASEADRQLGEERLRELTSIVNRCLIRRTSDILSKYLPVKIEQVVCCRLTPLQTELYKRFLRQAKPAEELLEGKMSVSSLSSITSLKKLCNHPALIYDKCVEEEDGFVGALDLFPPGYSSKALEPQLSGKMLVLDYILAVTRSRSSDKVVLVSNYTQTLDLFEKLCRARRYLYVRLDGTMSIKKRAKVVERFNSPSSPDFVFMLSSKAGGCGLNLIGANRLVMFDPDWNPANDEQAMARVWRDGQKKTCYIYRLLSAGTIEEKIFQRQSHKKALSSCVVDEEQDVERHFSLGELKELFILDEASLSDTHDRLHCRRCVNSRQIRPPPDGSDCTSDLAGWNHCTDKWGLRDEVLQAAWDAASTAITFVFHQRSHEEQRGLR
# XiGFP reactiv = activators of X-chromosome reactivation in mouse fibroblasts; activation, % at 7.58 µM; XiGFP mouse fibroblasts, % GFP-positive cells imaging, 3 d; cells co-treated with 5-aza-dC sensitizer; scaled so ellipticine positive control = 100%; AID 743238; 360,000 tested, 0.055% active;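 active = mean normalized replicate activation at least 10% and every replicate at or above 10%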;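 note: 0% = median of on-plate neutral control wells and 100% = ellipticine 6 µM median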
#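 Material: XiGFP fibroblasts, SV40-immortalized. Buffer or medium: DMEM plus 5-aza-dC sensitizer. Compound: single concentration per compound, delivered by pin transfer. Times: 3 days compound exposure. Controls: ellipticine 6 µM.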
# CFTR F508del cor = correctors of CFTR F508del function in bronchial epithelial cells | 350,000 tested, 0.36% active | AID 720511 | activity (quench increase), % at 7.58 µM | CFBE cells, YFP halide quenching; stimulated with forskolin plus potentiator P3; % fluorescence drop versus neutral controls;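 active = mean added fluorescence quench of at least 8% versus neutral control, with both replicates also reaching 8%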;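 note: cells transiently co-express mutant CFTR-F508del with the halide-sensitive YFP; corrector assay measuring rescue of mutant channel to the surface after 24 h compound exposure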
# ERAP1 HTS inh = ERAP1 (human) enzyme inhibition. recombinant ERAP1, Leu-AMC fluorescence, 60 min. inhibition, % at 10.7 µM. Q9NZ08. 340,000 tested, 0.15% active;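 active = mean replicate inhibition of at least 30%, or all replicates individually reaching that 30% level; inactive = mean below 30% and not every replicate reaching it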;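 note: 0% = neutral control wells and 100% = L-leucinethiol positive control wells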
# RAD52 inh = RAD52 (human) annealing inhibition. P43351. recombinant RAD52 DNA annealing, FRET fluorescence. inhibition, % at 18.7 µM. 360,000 tested, 0.46% active;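 active = every replicate showing at least 50% inhibition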
# * hit, by the source's call; nt = no result given; & = joins results of further samples.
# Order of values: RAD52 inh	ARNT TACC3 PPI	ERAP1 HTS inh	RAD54 inh	GSIS activator	esBAF inh	XiGFP reactiv	CFTR F508del cor
O=C(CNC(=O)c1ccccc1F)NCc1cccnc1
→ -10.6	1.8	-4.1	2.2	4.1	-3.7	0.3	-2.6
Cc1ccc2c(c1)C(c1ccccc1)N(C(=O)c1ccccc1)CC(=O)N2 (stereo not given)
→ -11.2	nt	0.5	nt	-10.2	nt	0.0	-1.6
CC(=N\NC(=O)c1cc(Br)ccc1O)/C(=N/O)C(=O)Nc1ccccc1
→ -12.9	4.5	-0.6	nt	-23.9	10.1	0.1	-1.3
CC(C)C[C@H]1COCn2nncc2CC[C@H](C)C(=O)N1
→ 26.4	nt	-0.8	nt	5.0	nt	0.3	nt
O=Cc1cccc(Oc2ccc([N+](=O)[O-])cc2[N+](=O)[O-])c1
→ 1.2	17.5	0.0	nt	-0.4	nt	0.0	2.9
COc1ccc(C(=O)NCc2nnc(SCC(=O)N3CCOCC3)o2)cc1
→ -2.8	-5.4	-1.7	nt	9.4	nt	0.0	-3.7
CN(C)c1ccc(NC(=O)CSc2nnc(-c3cnccn3)n2C)cc1
→ -0.8	-4.9	-2.7	5.5	-0.5	11.0	0.0	1.6
CC(C)Oc1ccc(CCc2nnc(SCC(=O)O)n2-c2ccccc2)cc1
→ 3.6	-5.0	4.5	nt	20.1	nt	0.0	2.0
CCCN(CCC)S(=O)(=O)c1ccc(NS(=O)(=O)c2ccc(F)cc2)cc1
→ nt	25.9	nt	-5.2	-36.1	-3.3	nt	nt
CC(C)N(CCCNC(=O)c1ccc(CS(=O)(=O)c2c(Cl)cccc2Cl)o1)Cc1ccccc1
→ -6.4	-3.5	-1.7	8.3	-7.5	-1.9	0.0	-1.4
CC(Oc1ccc(Cl)cc1)C(=O)NNC(=S)NC(=O)c1ccco1 (stereo not given)
→ -7.1	4.5	0.9	-1.4	0.4	nt	0.0	nt
CC(C)(C)c1nc(NCC2CCCO2)c2nnn(Cc3ccccc3)c2n1 (stereo not given)
→ -13.9	3.8	-0.7	-0.6	-12.1	1.6	nt	-6.7
Cc1cccc(Cc2nnc(CCC(=O)N3CCCC(CN4CCOCC4)C3)o2)c1 (stereo not given)
→ 0.0	-6.5	-3.0	2.0	1.6	-2.2	0.0	-0.7
O=C(Nc1cccc(-c2csc(Nc3cccc(C(F)(F)F)c3)n2)c1)c1ccccc1
→ -9.4	1.5	0.3	-18.1	nt	-2.5	0.0	2.2
Cc1noc(C)c1NC(=O)N(C)C[C@@H]1Oc2ccc(NS(=O)(=O)c3ccc(F)cc3)cc2C(=O)N([C@@H](C)CO)C[C@H]1C
→ -10.3	-7.6	-4.1	2.9	5.3	3.8	-0.9	-4.8
O=C(Nc1ccc(F)cc1)C(Cc1ccccc1)n1cccc1 (stereo not given)
→ -26.0	-1.9	nt	nt	-41.5	nt	0.1	-0.4
C[C@@H]1CN([C@H](C)CO)C(=O)Cc2cc(NC(=O)c3ccncc3)ccc2O[C@@H]1CN(C)S(=O)(=O)c1cn(C)cn1
→ -12.0	-3.1	1.5	-6.6	-7.6	0.7	0.0	-0.6
Cc1noc(C)c1S(=O)(=O)N(C)C[C@@H]1OCCCC[C@@H](C)Oc2ccc(NC(=O)Cc3ccccc3)cc2C(=O)N([C@@H](C)CO)C[C@@H]1C
→ -3.0	nt	0.6	nt	-14.4	nt	0.0	-0.7
COc1cccc(S(=O)(=O)N[C@H]2CC[C@@H](CCN)O[C@@H]2CO)c1
→ -16.0	2.7	-1.0	-0.7	-3.1	-1.8	0.1	1.3
COc1ccccc1CNc1ccc(Br)cn1
→ -12.1	14.5	-1.6	-3.4	7.3	35.3	0.1	-3.2
C[C@@H]1CN([C@H](C)CO)C(=O)Cc2cc(NC(=O)Cc3cn(C)c4ccccc34)ccc2O[C@@H]1CN(C)S(C)(=O)=O
→ 5.9	-6.3	3.0	12.9	0.9	4.6	-0.2	-1.7
CSc1ccc(CN2CCC(Oc3ccc(C(=O)N4CCCC4)cc3)CC2)cc1
→ -19.5	4.1	0.5	3.7	-11.6	-3.1	0.1	1.4
c1ccc(CSc2nc3ccccc3[nH]2)cc1
→ -2.9	-8.4	nt	nt	-5.7	-29.4	0.0	-1.7
COc1cccc(-c2cnc3c(c2)C(=O)N([C@H](C)CO)C[C@H](C)[C@H](CN(C)Cc2ccc4c(c2)OCO4)O3)c1
→ -1.5	-0.9	-1.6	-5.8	3.4	-3.7	0.2	-4.6
C[C@H](CO)N1C[C@H](C)[C@@H](CN(C)S(=O)(=O)c2ccc(F)cc2)Oc2c(NC(=O)C3CC3)cccc2C1=O
→ 13.0	-9.1	1.2	0.4	-1.2	-5.0	-0.6	-0.4
O=S(=O)(c1ccc(F)cc1)N1CCC2(CC1)OCCO2
→ -1.7	-6.9	0.6	nt	6.1	nt	0.1	-3.2
CC(C)[C@H](NC(=O)c1ccco1)C(=O)OCC(=O)N(C)c1ccccc1
→ -4.0	-0.4	0.0	5.7	-15.8	1.6	0.0	-1.3
COc1ccc(C(=O)N2CCCC(c3nc(-c4cccs4)no3)C2)cc1 (stereo not given)
→ nt	-2.2	nt	-3.5	7.1	-3.6	nt	nt
O=C(Cc1ccccc1)N1C[C@@H]2[C@H](c3ccccc31)[C@H](CO)N2C(=O)Cc1ccccc1
→ -13.1	-5.1	-3.3	0.0	3.2	5.9	0.2	-0.7
CCOC(=O)N1CCC(NC(=O)C(NS(=O)(=O)c2cccc3nsnc23)c2ccccc2)CC1 (stereo not given)
→ -12.6	nt	-1.4	nt	-10.4	nt	0.0	1.4
CC(=O)Nc1c([N+](=O)[O-])cc2[nH]c(=O)[nH]c2c1[N+](=O)[O-]
→ -2.9	nt	-2.4	nt	5.9	-6.4	0.0	1.4
COc1ccc(-c2nn(-c3ccccc3)cc2CNC[C@H]2O[C@@H](n3cnc4c(=O)[nH]c(N)nc43)[C@H](O)[C@@H]2O)cc1
→ -10.1	nt	1.8	2.2	nt	-7.2	-0.1	-2.3
Cc1ccc(N2CC(C(=O)Nc3ccncc3)CC2=O)cc1 (stereo not given)
→ nt	-2.7	nt	-4.5	6.0	-2.1	nt	nt
Cc1cc(=O)oc2c1c(C)nn2-c1cccc(Cl)c1
→ -1.4	-5.4	-0.6	4.4	6.3	-6.1	0.5	-2.4
O=C(Nc1cc([N+](=O)[O-])ccc1O)c1ccc2c(c1)C(=O)N(Cc1ccco1)C2=O
→ 0.2	22.2	-1.0	-7.4	-8.3	nt	0.0	-0.2
Cc1ccc(S(=O)(=O)Nc2ccc3c(c2)C(=O)N([C@@H](C)CO)C[C@@H](C)[C@H](CN(C)C(=O)CCCN(C)C)OCCCC[C@@H](C)O3)cc1
→ 28.4	1.8	-1.4	4.5	15.8	-8.0	0.3	0.9
COCCNC(=S)N(CCc1c(C)[nH]c2ccc(C)cc12)Cc1cc(OC)c(OC)c(OC)c1
→ -26.2	10.9	1.1	8.8	-6.7	1.1	0.0	-3.5
COc1ccc(CN(C)C[C@H]2Oc3ccc(NC(=O)NC4CCCCC4)cc3C(=O)N([C@H](C)CO)C[C@@H]2C)cc1
→ 5.2	-3.9	2.9	13.5	-0.6	-3.8	0.7	0.1
Cc1nc2ccc(S(=O)(=O)NC(C(=O)NC3CCCC3)C(C)C)cc2s1 (stereo not given)
→ -11.7	0.8	0.1	-4.6	14.9	-29.1	-0.1	1.2
Cc1ccc(S(=O)(=O)N2CCN(C(=O)COC(=O)c3cncc(Br)c3)CC2)c(C)c1
→ -5.3	0.8	0.9	nt	nt	nt	0.3	-2.9
Cc1nc(NC(=O)C2CCCCC2C(=O)O)sc1C (stereo not given)
→ -0.5	-0.6	-1.7	-2.8	13.1	-1.4	0.0	0.0
CN(Cc1nc2ccccc2c(=O)[nH]1)c1ccccc1
→ nt	2.7	nt	2.2	-5.2	nt	0.0	nt
Cc1ccc(-c2cc(C(=O)Nc3ccc(S(=O)(=O)Nc4onc(C)c4C)cc3)c3ccccc3n2)cc1
→ -6.5	17.5	-4.3	nt	nt	nt	-0.1	-0.9
COC(=O)C[C@@H]1C[C@@H]2c3cc(NC(=O)C4CCC4)ccc3O[C@@H]2[C@@H](CO)O1
→ 2.4	-9.8	-0.9	0.4	12.4	0.8	0.0	1.5
Cc1noc(C)c1NC(=O)N[C@@H]1CC[C@H](CC(=O)N2CCCCC2)O[C@H]1CO
→ -5.5	-0.3	-1.9	-5.8	25.2	-0.1	-0.6	1.7
Cn1ccnc1-c1nnn(-c2ccc(Cl)c(Cl)c2)n1
→ nt	14.9	nt	1.7	-4.3	-2.7	0.4	-3.3
Cc1ccccc1S(=O)(=O)N1[C@H](C#N)[C@H](c2ccc(C#CC3CCCCC3)cc2)[C@H]1CO
→ -16.8	14.7	-2.8	-20.9	0.3	-47.4	0.0	-1.4
CC(C)c1ccc(/C=c2\sc3n(c2=O)C(N)=C(C#N)C(c2ccc(C(C)C)cc2)C=3C(N)=O)cc1 (stereo not given)
→ -26.1	1.5	0.6	-1.6	nt	-7.6	-0.1	0.7
C[C@H](NS(=O)(=O)c1ccc(Cl)c(Cl)c1)C(=O)OCc1cc(=O)n2cc(Br)ccc2n1
→ nt	-8.0	nt	nt	-22.8	-7.7	-0.1	nt
CC(Sc1ccsc1[N+](=O)[O-])C(=O)NCc1ccccc1 (stereo not given)
→ -16.6	nt	1.1	nt	4.9	nt	0.2	-3.1
O=C(NCC(O)COc1ccc([N+](=O)[O-])cc1)Nc1ccccc1 (stereo not given)
→ -3.7	1.9	3.1	-2.4	-18.2	7.2	0.0	-0.3
CNC(=O)C1CCN(S(=O)(=O)c2c(C)noc2/C=C/c2ccc(OC)cc2)CC1
→ -10.1	3.3	1.9	-4.5	-7.7	-5.5	0.0	2.9
C[C@@H]1CCCCO[C@H](CN(C)S(=O)(=O)c2ccc(F)cc2)[C@@H](C)CN([C@H](C)CO)C(=O)c2cc(NC(=O)Nc3ccc(C(F)(F)F)cc3)ccc2O1
→ -42.4&8.2	-3.2	3.2	4.5&-4.6	-0.5&36.3	6.0&-0.9	0.2&0.0	3.7&5.0
Cc1c(N=Nc2ccc(N(C)C)cc2)c(=O)n(-c2ccccc2)n1C
→ -50.1	1.6	7.2	nt	-1.8	nt	-0.1	0.0
COc1cc(C(=O)N/N=C/c2ccc(OC(=O)c3ccccc3Cl)cc2)ccc1O
→ -5.6	nt	-4.8	8.0	-5.9	nt	0.0	0.9
Cc1ccc(S(=O)(=O)CCC(=O)OCc2cc(=O)oc3cc(C)ccc23)cc1
→ -6.9	-0.1	-0.4	2.4	12.7	-16.0	0.5	3.1
O=C(Nc1cc(S(=O)(=O)N2CCCCCC2)ccc1OCC(F)(F)F)c1cnccn1
→ -17.6	nt	0.2	nt	-7.6	-3.1	-0.1	-1.9
Cc1nn(CCCC(=O)Nc2ccccn2)c(C)c1[N+](=O)[O-]
→ -17.3	-7.0	5.3	nt	-9.5	nt	0.0	nt
CCC(=O)N(Cc1cc2ccccc2[nH]c1=O)c1ccc(OC)cc1
→ -6.1	-4.1	-1.4	nt	-0.5	nt	0.3	-0.8
COc1ccc(-n2nc3c(c2NC(=O)c2cc4ccccc4o2)CS(=O)(=O)C3)cc1
→ -5.1	6.9	-1.3	0.7	1.8	1.1	0.1	-0.7

# Source: PubChem BioAssay

# This is a random part of the collection. Share with any hit: about 3.3%.
